KB-V1 MDR tox: kills drug-selected multidrug resistant KB-V1 cells | KB-V1 MDR cells viability, CellTiter-Glo, 72 h | Potency, µM (top dose mostly 46.1 µM), for the others: top-dose activity change, negative = cytotoxicity, most hits filed as cytotoxic | 400,000 tested, 3.4% active | AID 1347076; further: potency means the concentration at half of the fitted maximal effect; on the % scale 0 is the no-effect control and ±100 the full control effect; nearly all actives have a fitted effect of over 60% in size
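KB-V1, DMEM (no phenol red) + 10% FBS; cpd pin-transferred, titration series; 72 h, 37 degrees C; CellTiter-Glo, luminescence. Data normalized, curve-fit.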
MCF10A rereplic: inducers of DNA re-replication in MCF 10A breast cells | 350,000 tested, 2.9% active | MCF 10A DNA re-replication, Hoechst nuclear intensity, 48 h | Potency, µM (highest dose often 46.1 µM), for the others: at the highest dose activity, positive = re-replication, usual class: activators | AID 624296; further: potency means the concentration at half of the fitted maximal effect; % of control where 0% means no effect; nearly all actives have a fitted effect of over 50% in size
HT1080 IDH1KD tx: toxicity to HT-1080 IDH1 knockdown cells (counter line) | HT-1080 IDH1 knockdown viability, ATP luminescence, 48 h | 360,000 tested, 2% active | Potency, µM (top dose mostly 46.1 µM), for the others: at the top dose activity, negative = toxicity, hits mostly cytotoxic;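 further: potency means the concentration at half of the fitted maximal effect; 0% = DMSO wells and -100% = cell-free medium wells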
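Using the IDH1-knockdown HT-1080 line run in the same batch and compound series as the NT line, viability after 48 h at 37 °C was determined by CellTiter-Glo luminescence and expressed as % activity.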
IL1B secr inh: inflammasome signaling inhibition, IL-1 beta readout. 360,000 tested, 4.7% active. activity change, % at 57.5 µM. THP-1 LPS/ATP IL-1B secretion, AlphaLISA, 16 h; hits give low values; in the data active means activity change below about -50%; inconclusive means mostly about -30% to -49%; further: on the % scale 0 is the no-effect control and ±100 the full control effect
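THP-1 cells pretreated 1 hr with compounds (up to 57.5 uM final), then stimulated with LPS (250 ng/mL final) plus ATP (1.25 mM final); secreted IL-1B measured by AlphaLISA after 16 hr, decreased signal indicating inhibition.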
ATXN2 expr inh: ATXN2 expression inhibition; Potency, µM (titrated, usually from 57 µM), for the others: top-dose activity change, negative = inhibition, most hits filed as inhibitors; 360,000 tested, 0.72% active; HEK-293 ATXN2-luciferase reporter, luminescence, 24 h; further: potency means the concentration at half of the fitted maximal effect; on the % scale 0 is the no-effect control and ±100 the full control effect; nearly all actives have a fitted effect of over 55% in size
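ATXN2-luciferase reporter cells (luciferase flanked by upstream and downstream ATXN2 gene portions) were treated 24 h at 37 °C with compounds at up to 57 uM. SteadyGlo luminescence gave expression; GF-AFC fluorescence gave viability.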
WRN helicase inh: blocks human WRN helicase; 360,000 tested, 0.46% active; Q14191; WRN helicase unwinding, fluorescent forked duplex, kinetic; Potency, µM (highest dose often 114 µM), inactives show at the top dose activity change, negative = inhibition, most hits filed as inhibitors; further: potency means the concentration at half of the fitted maximal effect; on the % scale 0 is the no-effect control and ±100 the full control effect; nearly all actives have a fitted effect of over 55% in size
Target sequence (Q14191 whole entry, looked up): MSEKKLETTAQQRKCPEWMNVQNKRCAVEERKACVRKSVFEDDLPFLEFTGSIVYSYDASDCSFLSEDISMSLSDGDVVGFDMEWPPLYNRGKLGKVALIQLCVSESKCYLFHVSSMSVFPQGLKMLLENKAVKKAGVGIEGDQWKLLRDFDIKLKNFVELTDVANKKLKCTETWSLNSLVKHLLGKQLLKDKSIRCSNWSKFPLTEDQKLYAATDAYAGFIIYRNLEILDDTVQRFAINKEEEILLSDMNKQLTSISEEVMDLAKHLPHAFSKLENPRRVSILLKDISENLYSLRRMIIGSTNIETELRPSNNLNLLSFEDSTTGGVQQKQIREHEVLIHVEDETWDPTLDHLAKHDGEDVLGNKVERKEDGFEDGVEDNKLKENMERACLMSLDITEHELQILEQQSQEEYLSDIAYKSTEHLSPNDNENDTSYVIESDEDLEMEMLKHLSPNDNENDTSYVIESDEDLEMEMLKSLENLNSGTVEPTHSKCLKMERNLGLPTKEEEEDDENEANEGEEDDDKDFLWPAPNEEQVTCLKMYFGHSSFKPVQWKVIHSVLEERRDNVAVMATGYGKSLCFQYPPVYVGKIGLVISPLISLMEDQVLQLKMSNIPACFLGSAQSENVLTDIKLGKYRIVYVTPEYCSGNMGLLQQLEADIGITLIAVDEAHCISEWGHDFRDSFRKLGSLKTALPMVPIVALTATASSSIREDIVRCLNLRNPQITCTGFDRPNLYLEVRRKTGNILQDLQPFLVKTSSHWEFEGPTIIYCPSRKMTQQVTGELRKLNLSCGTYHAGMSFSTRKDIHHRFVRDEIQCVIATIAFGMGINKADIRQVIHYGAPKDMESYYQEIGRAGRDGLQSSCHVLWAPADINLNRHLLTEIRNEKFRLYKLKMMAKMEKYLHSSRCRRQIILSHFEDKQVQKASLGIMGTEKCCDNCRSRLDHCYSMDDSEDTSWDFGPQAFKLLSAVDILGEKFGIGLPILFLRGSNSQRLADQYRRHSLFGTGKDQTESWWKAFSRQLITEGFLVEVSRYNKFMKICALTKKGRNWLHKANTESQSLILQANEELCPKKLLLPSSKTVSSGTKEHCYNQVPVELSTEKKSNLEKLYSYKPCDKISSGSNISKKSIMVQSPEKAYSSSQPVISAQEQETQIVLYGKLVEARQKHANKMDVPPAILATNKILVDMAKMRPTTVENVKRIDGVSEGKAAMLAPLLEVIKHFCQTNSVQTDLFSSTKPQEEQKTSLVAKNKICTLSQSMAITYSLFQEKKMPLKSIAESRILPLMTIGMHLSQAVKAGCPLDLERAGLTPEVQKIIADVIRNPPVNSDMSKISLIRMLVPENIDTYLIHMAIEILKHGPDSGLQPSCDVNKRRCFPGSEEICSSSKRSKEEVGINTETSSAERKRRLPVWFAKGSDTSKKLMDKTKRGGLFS
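WRN at 20 nM final was preincubated with compound for 15 min at room temperature; reaction started with 100 nM forked duplex oligonucleotide carrying fluorophore and quencher plus 2 mM ATP (final). Unwinding followed kinetically by red fluorescence (ex 525/em 598 nm).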
SW480 rereplic: inducers of DNA re-replication in SW480 colon cancer cells | 340,000 tested, 1.8% active | AID 624297 | SW480 DNA re-replication, Hoechst DNA content imaging, 48 h | Potency, µM (top dose mostly 46.1 µM), inactives show at the highest dose re-replication activation, actives largely listed as activators; further: potency means the concentration at half of the fitted maximal effect; % of control where 0% means no effect; nearly all actives have a fitted effect of over 55% in size
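Compounds, transferred as 23 nL by pin tool, were incubated with cells for 48 hr; DNA content per nucleus was then quantified by Hoechst staining and fluorescence plate imaging.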
KB-3-1 cytotox: kills parental KB-3-1 adenocarcinoma cells; KB-3-1 viability, CellTiter-Glo ATP luminescence, 72 h; Potency, µM (series often up to 46.1 µM), without a hit: top-dose activity change, negative = cytotoxic, hits mostly cytotoxic; 400,000 tested, 1.4% active; further: potency means the concentration at half of the fitted maximal effect; on the % scale 0 is the no-effect control and ±100 the full control effect; nearly all actives have a fitted effect of over 60% in size
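Luminescent ATP read-out (CellTiter-Glo) measures survival of drug-naive KB-3-1 cells after 72 h compound exposure at 37 °C. Titration series was screened from lowest to highest concentration, with DMSO vehicle plates as background controls.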
HT1080-NT tox: kills 2HG-producing HT-1080-NT fibrosarcoma cells; HT-1080-NT fibrosarcoma viability, CellTiter-Glo ATP luminescence, 48 h; Potency, µM (doses to about 46.1 µM), without a hit: at the highest dose activity, negative = less viability, hits mostly cytotoxic; 360,000 tested, 1.6% active;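 further: NT is the 2HG producing partner of a matched IDH1 knockdown line; potency means the concentration at half of the fitted maximal effect; 0% = DMSO-treated cells and -100% = media-only wells without cells; nearly all actives have a fitted effect of over 55% in size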
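Viability by CellTiter-Glo luminescence after 48 h compound exposure at 37C of HT-1080-NT cells (750/well, RPMI, 5% FBS). % activity scaled between DMSO wells and medium-only wells, then curve-fitted and categorized by curve class.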
Starred values were filed as active, the others as inactive; ? = inconclusive; . = not tested or not shown; & = joins results of further samples; [ ] = another dose, or the depositor's remark. Unless noted, the call rests on the fitted dose curve; in most records, active means well fitted curve in the direction sought with a large enough effect; inconclusive means small, poorly fitted or top-dose-only effect, or another doubt; inactive means no such curve, though single readings can be large; an effect the other way counts as inactive or inconclusive.

Results follow in this order: KB-V1 MDR tox	MCF10A rereplic	HT1080 IDH1KD tx	IL1B secr inh	ATXN2 expr inh	WRN helicase inh	SW480 rereplic	KB-3-1 cytotox	HT1080-NT tox
1: CCOC(=O)C1CCCN(c2c(NCCN(C)Cc3ccccc3)c(=O)c2=O)C1 (configuration not stated)
    7%	?	-1%	-18	-1%	1%	2%	10%	-1%
2: Oc1cccc(-c2nc3ccccc3s2)c1
    -6%	2%	?	48	1%	-34%	-4%	-3%	?
3: CCn1c(C)c(C)c2cc(C(=O)NC3CCCCCC3)ccc21
    -1%	19%	6%	-9	.	-9%	8%	?	12%
4: CC(NC(=O)c1ccc(CS(C)(=O)=O)cc1)C1CC2CCC1C2 (configuration not stated)
    -23%	-5%	1%	6	6%	-2%	-2%	-7%	0%
5: COc1ccc(NC(=O)c2cc3ccccc3o/c2=N\NS(=O)(=O)c2ccc(C)cc2)cc1
    -12%	?	13%	-1	.	0%	12%	1%	15%
6: CCOC(=O)N1CCN(CC(=O)Nc2cc(OC)c(OC)cc2C#N)CC1
    -30%	2%	8%	10	-16%	1%	-11%	23%	11%
7: CCN(CC)c1ncnc2c1cnn2Cc1ccc(Cl)cc1
    ?	5%	-11%	?	-10%	-1%	-12%	8%	-14%
8: COc1ccccc1CNC(=O)CCn1c(=O)sc2ccccc21
    -7%	-1%	0%	0	5%	2%	-2%	3%	7%
9: S=C(NCC1CCCO1)Nc1ccccc1Cl (configuration not stated)
    ?	2%	1%	5	0%	-2%	-11%	6%	4%
10: COc1ccc(S(=O)(=O)CCC(=O)Nc2ccc(OC)cc2OC)cc1
    0%	3%	5%	0	-2%	-8%	-1%	3%	2%[9.24 µM]
11: Cc1cc(C)c(S(=O)(=O)Nc2ccc[nH]c2=O)c(C)c1
    3%	-1%	-1%	-6	-24%	-9%	-6%	4%	-7%
12: COc1ccc(OCC2NCCc3cc(OC)c(OC)cc32)cc1 (configuration not stated)
    -7%	12%	-5%	-6	.	1%	-6%	4%	-13%
13: CCOC(=O)C/C(=N\Nc1ncnc2ccccc12)c1ccccc1
    16µM*	28%	1%	6	87%[activator]	-13%	-4%	-18%	-18%
14: CCc1nc2c(OCc3cc(Cl)cc(Cl)c3)cccn2c1N(C)C(=O)CC(C)C
    0%	.	?	-28	?	-7%	.	-4%	?
15: CCN(CC)CCCNC(=O)c1[nH]c(C)c(C(=O)NC2CCCCC2)c1C
    24%	11%	2%	-17	2%	-1%	-17%	11%	-1%
16: COc1ccc(-c2cc(C(F)(F)F)nc(SCCC(=O)N3CCN(C)CC3)n2)cc1
    6%	-1%	2%	-1	5%	6%	0%	1%	6%
17: CCN1CCN(c2nc3c(C)cccn3c(=O)c2/C=C(\C#N)S(=O)(=O)c2ccc(Cl)cc2)CC1
    -3%	6%	-5%	-21	.	-19%	?	?	2%
18: Cc1ccc(C(=O)c2c3ccc([N+](=O)[O-])cc3[n+]([O-])n2CCC(N)=O)cc1
    8%	?	-17%	1	-23%	-9%	?	?	-8%
19: O=[N+]([O-])c1ccc(S(=O)(=O)NCCN2CCOCC2)cc1
    12%	-7%	6%	0	-30%	-2%	-23%	-12%	17%
20: CC(C)(C)c1ccc2c(c1)OC(C(=O)N/N=C/c1ccc([N+](=O)[O-])o1)CO2 (configuration not stated)
    18%	?	?	-8	-20%	-16%	?	0%	-25%
21: CC(N=C1NS(=O)(=O)c2ccccc21)C(=O)NCc1ccc2c(c1)OCO2 (configuration not stated)
    13%	-1%	5%	-20	-21%	0%	2%	16%	4%
22: C#CCOCCOCCOCCNc1nc(N2CCN(C(=O)[C@H](CCCCN)n3cc(CCC(=O)O)nn3)CC2)nc(N2CCN(C(=O)[C@H](CCCCN)n3cc(CC(C)O)nn3)CC2)n1 (some centres not stated)
    -3%	-1%	15%	3	6%	9%	-47%[inhibitor]	0%	6%
23: Cc1ccc(NC(=O)CSc2nnc(/N=C/N(C)C)s2)cc1
    -2%	2%	-1%	-6	10%	3%	-9%	-5%	0%
24: COc1ccccc1C(CC(=O)c1ccccc1)C(=O)c1ccccc1 (configuration not stated)
    ?	.	?	10	.	-4%	.	?	?
25: O=C(CN(C(=O)C1CSC(=O)C1)c1ccc(F)cc1)NCc1ccc2c(c1)OCO2 (configuration not stated)
    -25%	-1%	-1%	-4	-18%	4%	0%	16%	2%
26: Cc1ccc(S(=O)(=O)N2CCC(=O)N(C(COCc3ccc(C(F)(F)F)cc3)C(C)C)CC2)cc1 (configuration not stated)
    ?	?	-21%	-24	?	-4%	-34%[inhibitor][9.22 µM]	?	-1%
27: COc1cccc(C2CC(c3ccccc3)Nc3ncnn32)c1 (configuration not stated)
    ?	5%	-4%	-5	2%	2%	4%	2%	-13%
28: COC(=O)c1ccc2c(=O)n(CC3CCCO3)c(SCC(=O)NCCc3ccc(S(N)(=O)=O)cc3)nc2c1 (configuration not stated)
    ?	2%	15%	4	-2%	10%	-7%	?	0%
29: COc1ccc(Cl)cc1NC(=O)c1cc(-c2ccc(C)cc2O)n[nH]1
    -1%	-2%	8%	-5	15%	-1%	-59%[inhibitor]	0%	?
30: CSCC[C@H](NC(=O)C(C)Oc1ccc(Cl)cc1)c1nc2ccccc2[nH]1 (some centres not stated)
    ?	1%	-12%	-13	-13%	-5%	-9%	6%	-17%

Given in transposed form: part of the list above
#3 CCn1c(C)c(C)c2cc(C(=O)NC3CCCCCC3)ccc21
#2 Oc1cccc(-c2nc3ccccc3s2)c1
#11 Cc1cc(C)c(S(=O)(=O)Nc2ccc[nH]c2=O)c(C)c1

assay / entry	3	2	11
KB-V1 MDR tox	-1%	-6%	3%
MCF10A rereplic	19%	2%	-1%
HT1080 IDH1KD tx	6%	?	-1%
IL1B secr inh	-9	48	-6
ATXN2 expr inh	.	1%	-24%
WRN helicase inh	-9%	-34%	-9%
SW480 rereplic	8%	-4%	-6%
KB-3-1 cytotox	?	-3%	4%
HT1080-NT tox	12%	?	-7%

The results go on.
Results follow in this order: KB-V1 MDR tox	MCF10A rereplic	HT1080 IDH1KD tx	IL1B secr inh	ATXN2 expr inh	WRN helicase inh	SW480 rereplic	KB-3-1 cytotox	HT1080-NT tox
31: Cc1ccc(CNC(=O)C2CCN(S(=O)(=O)c3cccc4nonc34)CC2)cc1
    -11%&-18%	-24%	-2%	-10	-2%&-3%	1%	-22%	-7%&0%	-1%
32: Cc1ccc(-c2csc3nnc(SCc4csc(C)n4)n23)cc1
    ?	-2%	6%	-2	-5%	1%	-9%	0%	6%
33: CCOC(=O)Nc1cccc(Nc2ccccc2)c1
    -1%	17%	-15%	-20	2%	-20%	2%	-3%	1%
34: CC1CC(C)CN(CCCNC(=O)c2cc3c(s2)-c2ccccc2OC3)C1 (configuration not stated)
    -12%	?	18µM*	-8	25µM*	7%	78%	?	18µM*
35: CCCc1nnc(NC(=O)C2CCCO2)s1 (configuration not stated)
    -16%	2%	7%	15	31%[activator]	-5%	3%	5%	5%
36: C[C@@H](CN1CCC(Cc2ccccc2)CC1)[C@@H](O)c1ccc(O)cc1
    -19%	?	-12%	-21	-5%	-1%	-53%[inhibitor]	-1%	-1%
37: CCOC(=O)c1ccc2[nH]c3c(c2c1)CCCC3
    7%	9%	-2%	3	.	-4%	0%	1%	-8%
38: Cc1ccc(NCN2C(=O)C3CC=CCC3C2=O)cc1 (configuration not stated)
    22%	-3%	21%	-16	18%	2%	-1%	2%	21%
39: CC(C)(C)c1ccccc1NC(=S)NC1CCCC1
    10%	2%	-1%	11	0%	-3%	89%	8%	-1%
40: O=C(O)c1sccc1S(=O)(=O)N1CCN(c2ccc(C(F)(F)F)cn2)CC1
    ?	8%	5%	4	-5%	-10%	0%	2%	5%
41: CSCCC(NC(C)=O)C(=O)Oc1ccc2c3c(c(=O)oc2c1)CCCC3 (configuration not stated)
    -3%	-4%	-4%	5	-3%	7%	-6%	-12%	7%
42: Cn1c(=O)c2c(SCC(=O)Nc3ccccc3F)nc(C3CC3)nc2n(C)c1=O
    ?	-2%	-1%	0	-12%	-28%	-6%	-15%	0%
43: CCOC(=O)CSc1nnc(-c2ccc(S(=O)(=O)N3CCOCC3)cc2)n1-c1ccccc1
    0%	7%	19%	-28	-4%	0%	-1%	-4%	15%
44: O=c1c(Cc2ccccc2)c(O)nc2n1CCS2
    0%	-6%	-1%	10	?	7%	-9%	3%	1%
45: O=C(NNC(=O)c1ccc(F)cc1)c1ccncc1
    10%	-2%	12%	7	.	-9%	-6%	3%	-2%
46: CC1CCCCC1NC(=O)COC(=O)COc1ccc(Cl)cc1 (configuration not stated)
    22%	0%	1%	2	4%	13%[57.1 µM]	0%	12%	5%
47: CC(C)(ONC(=O)Nc1ccccc1Cl)C(=O)O
    1%	-1%	2%	.	-2%	-7%	-47%[inhibitor]	-7%	13%
48: c1ccc2c(c1)CCN(c1ncnc3nc[nH]c13)C2
    -26%&0%&0%	1%	11%	25	15%	0%	0%	?	15%
49: COc1ccc(N2C(=O)C3CCCN3C2c2ccc(C)o2)cc1 (configuration not stated)
    10%	3%	2%	14	4%	5%	-10%	3%	8%

Assay outcomes as filed in PubChem.
